Eya2 inh: qHTS Assay for Inhibitors of the Phosphatase Activity of Eya2. Protein phosphatase EYA2 (Homo sapiens), O00167. recombinant Eya2, OMFP fluorescence dephosphorylation (OMFP is methylfluorescein phosphate). Potency, µM (doses to about 76.9 µM), for inactives: at the highest dose activity, negative = inhibition, most hits filed as inhibitors. 330,000 compounds, 0.006% hits. AID 488837, 2010; also: potency is read from the fitted curve at half-maximal effect; % is scaled to controls: 0 for no effect and ±100 for the full control effect
Target sequence (O00167 whole entry, looked up): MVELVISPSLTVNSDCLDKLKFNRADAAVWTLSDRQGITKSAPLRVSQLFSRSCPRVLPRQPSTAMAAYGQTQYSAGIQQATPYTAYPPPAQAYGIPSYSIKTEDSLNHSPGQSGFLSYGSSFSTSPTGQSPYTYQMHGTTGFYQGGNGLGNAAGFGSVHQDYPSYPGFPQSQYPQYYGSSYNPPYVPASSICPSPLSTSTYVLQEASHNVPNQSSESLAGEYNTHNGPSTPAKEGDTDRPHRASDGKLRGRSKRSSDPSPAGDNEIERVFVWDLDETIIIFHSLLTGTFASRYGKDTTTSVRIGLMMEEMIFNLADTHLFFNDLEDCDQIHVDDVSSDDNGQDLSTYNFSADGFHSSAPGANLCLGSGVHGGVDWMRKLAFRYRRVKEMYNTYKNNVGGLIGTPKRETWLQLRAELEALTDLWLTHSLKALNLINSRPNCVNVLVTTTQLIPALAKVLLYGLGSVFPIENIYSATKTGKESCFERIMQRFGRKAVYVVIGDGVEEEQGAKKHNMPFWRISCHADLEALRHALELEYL
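Eya2 protein (added as 0.2 uM solution) was preincubated with compound for 10 min at ambient temperature in 50 mM HEPES pH 7.5, 50 mM NaCl, 5 uM MgCl2, 0.05% BSA, 1 mM DTT. OMFP (added at 50 uM) then reacted 10 min; fluorescence read at 485/525 nm.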
Integrin act MD: qHTS for Activators of Integrin-Mediated Alleviation for Muscular Dystrophy. alpha7betagal myoblasts, beta-gal FDG fluorescence, 48 h. Potency, µM (titrated, usually from 38.3 µM), without a hit: top-dose activation, actives largely listed as activators. 350,000 compounds, 0.064% hits;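 also: potency is read from the fitted curve at half-maximal effect; 100% = response of the positive control SU9516; nearly all actives have a fitted effect of over 60% in size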
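alpha7betagal+/- myoblasts (passage 13, 250/well) treated 48 h at 37C with compounds at 1:260 dilution of DMSO stock. Lysed, then beta-galactosidase activity read as FDG fluorescence (ex 480/em 540) after 30 min, with pre-read for autofluorescence.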
uPA surface inh: qHTS for Inhibitors of Cell Surface uPA Generation. cell surface uPA generation assay, qHTS. Potency, µM (doses to about 38.3 µM), for inactives: top-dose activity change, negative = inhibition, actives largely listed as inhibitors. 330,000 compounds, 0.31% hits. AID 540303, 2011; active = well fitted inhibition curve with a large enough effect; inconclusive = small, poorly fitted or top-dose-only effect; inactive = no such curve, though single readings can be large or run the other way; tested in mouse RAW 264.7 cells; also: potency is read from the fitted curve at half-maximal effect; % is scaled to controls: 0 for no effect and ±100 for the full control effect; nearly all actives have a fitted effect of over 55% in size
ELG1 genotox: qHTS screen for small molecules that induce genotoxicity in human embryonic kidney (HEK293T) cells expressing luciferase-tagged ELG1. HEK293T ELG1-luciferase reporter, luminescence, 16 h. Potency, µM (series often up to 46 µM), without a hit: top-dose activity change, positive = activation, actives largely listed as activators. 330,000 compounds, 1.3% hits. AID 504466, 2011; also: potency is read from the fitted curve at half-maximal effect; % of control where 0% means no effect; nearly all actives have a fitted effect of over 60% in size
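Genotoxicity was scored as increased ELG1-luciferase reporter signal, measured by ONE-Glo luminescence (30 min, room temperature). Compound or vehicle exposure of the HEK293T reporter cells lasted 16 hr at 37°C.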
BRCA1 expr act: qHTS Assay to Identify Small Molecule Activators of BRCA1 Expression; 380,000 compounds, 1.1% hits; AID 624202, 2012; MCF7-BRCA1-FFLuc reporter, luminescence, 48 h; response scale: scaled: vehicle 0%, 10 µM genistein 100%; Potency, µM (series often up to 46.1 µM), without a hit: top-dose activation, most hits filed as activators; also: potency is read from the fitted curve at half-maximal effect; nearly all actives have a fitted effect of over 80% in size; some results filed as inactive show a strong effect at the top dose
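Using MCF7 cells harboring a BRCA1 firefly luciferase reporter, plated 2 h before compound pinning, the screen measured luminescence after 48 h incubation. Responses were normalized to DMSO and 10 microM genistein, then fitted for concentration-effect.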
USP2a inh: qHTS Assay for Inhibitors of Ubiquitin-specific Protease USP2a Using CHOP2 as the Reporter. Ubiquitin carboxyl-terminal hydrolase 2 (Homo sapiens), O75604. USP2 core, Ub-CHOP2 coupled fluorogenic reporter, 485/531. Potency, µM (highest dose often 38.3 µM), inactives show at the top dose activity change, negative = inhibition, actives largely listed as inhibitors. 330,000 compounds, 0.01% hits;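 also: potency is read from the fitted curve at half-maximal effect; plate controls were DMSO wells for no effect and full inhibition by NEM control for full effect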
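USP2 core (10nM final) preincubated 30min RT with compound in 20mM Tris-HCl pH 8.0, 2mM CaCl2, 2mM beta-mercaptoethanol, 0.05% CHAPS; 25nM Ub-CHOP2 plus 25nM reporter substrate added, fluorescence (Ex485/Em531) read after 60min.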
ASM inhibitor: Inhibitors of Secretory Acid Sphingomyelinase (S-ASM): qHTS; AID 504937, 2011; 340,000 compounds, 0.006% hits; placental ASM, HMU-PC fluorogenic substrate, 60 min; Potency, µM (doses to about 57.5 µM), for inactives: top-dose activity change, negative = inhibition, most hits filed as inhibitors; also: potency is read from the fitted curve at half-maximal effect
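qHTS format. ASM enzyme prepared from human placenta hydrolyses the fluorogenic substrate HMU-PC0 (9 uM final) over 60 min at 37 °C after a 10 min compound preincubation.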
p53 reactivation: qHTS assay for re-activators of p53 using a Luc reporter. H1299 p53-A138V BP100-luciferase reporter, luminescence, 24 h. Potency, µM (doses to about 92.2 µM), for the others: top-dose activity change, positive = activation, usual class: activators. 320,000 compounds, 0.063% hits. AID 504706, 2011; also: potency is read from the fitted curve at half-maximal effect; % of control where 0% means no effect; nearly all actives have a fitted effect of over 45% in size
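p53-null H1299 cells stably carrying temperature-sensitive p53-A138V and a BP100-luciferase reporter were pinned with compounds (4-point, 1:5 series) and held 24 hrs at 37 deg C. Luminescence was read 10 min after detection reagent.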
B2AR arrestin: qHTS assay of beta-arrestin-biased ligands of beta2-adrenergic receptor. Beta-2 adrenergic receptor (Homo sapiens), P07550. beta-arrestin recruitment to beta2AR, cell-based reporter. Potency, µM (series often up to 46.1 µM), for inactives: at the top dose activation, most hits filed as activators. 330,000 compounds, 0.02% hits;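 also: potency is read from the fitted curve at half-maximal effect; 0% = DMSO controls and full agonism = EC100 isoproterenol or metaproterenol; nearly all actives have a fitted effect of over 65% in size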
TRPV1 agonist: HTS Assay for Compounds that Act as Agonists of the Vanilloid Receptor 1 | activation, % at 8.33 µM | 320,000 compounds, 0.19% hits | Transient receptor potential cation channel subfamily V member 1 (Homo sapiens), Q8NER1 | TRPV1-expressing cells, Fluo-8 calcium influx, agonist mode; in the data active = activation above about 80%; inconclusive = between about 30% and that limit; also: 0% is about no effect
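Cells expressing TRPV1 were dye-loaded with Fluo-8 and read kinetically: 10 s baseline, 3 min after compound (agonist portion), then 2 min after EC20 capsaicin (allosteric enhancer portion). Calcium-bound dye fluorescence at 480/520 nm.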
TSG101-PTAP inh: qHTS Assay for Iinhibitors of HIV-1 Budding by Blocking the Interaction of PTAP/TSG101; Tumor susceptibility gene 101 protein (Homo sapiens), Q99816; Potency, µM (doses to about 115 µM), for the others: at the highest dose activity change, negative = inhibition, actives largely listed as inhibitors; AID 493005, 2010; 340,000 tested, under 10 active; Fluorescence polarization, FITC-PTAP peptide / Tsg101 binding; active = well fitted inhibition curve with a large enough effect in the main read-out, with a control signal flat, not every such curve was filed as active; inconclusive = small, poorly fitted or top-dose-only effect, or effect the other way, or a change in a side signal; inactive = no such curve, though single readings can be large or run the other way; also: potency is read from the fitted curve at half-maximal effect; % of control where 0% means no effect
Target sequence (Q99816 whole entry, looked up): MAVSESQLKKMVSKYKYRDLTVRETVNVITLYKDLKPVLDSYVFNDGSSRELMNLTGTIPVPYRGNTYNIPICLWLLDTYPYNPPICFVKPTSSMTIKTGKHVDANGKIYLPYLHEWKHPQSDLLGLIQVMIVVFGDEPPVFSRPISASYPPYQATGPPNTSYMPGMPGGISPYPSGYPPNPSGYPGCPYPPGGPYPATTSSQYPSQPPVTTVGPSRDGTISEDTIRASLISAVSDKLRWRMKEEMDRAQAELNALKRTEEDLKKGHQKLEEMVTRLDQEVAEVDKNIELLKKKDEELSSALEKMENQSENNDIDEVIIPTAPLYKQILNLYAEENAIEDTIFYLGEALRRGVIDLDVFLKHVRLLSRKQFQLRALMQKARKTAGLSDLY
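FP read-out: FITC-PTAP peptide, 50 nM final, binding Tsg101 binding domain, 10 uM final; 20 min, r.t.; 10 mM HEPES pH 7.5, 0.15 M NaCl, 0.01% Tween 20, 3 mM EDTA, 0.1 mM TCEP.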
* = called active by the depositor; i = inactive; ? = inconclusive; . = no result given; [ ] = dose if it differs, or a comment. Unless noted, calls follow the shape of the dose curve; as a rule, active = well fitted curve in the direction sought with a large enough effect; inconclusive = small, poorly fitted or top-dose-only effect, or another doubt; inactive = no such curve, though single readings can be large; an effect the other way counts as inactive or inconclusive.

SMILES | Eya2 inh | Integrin act MD | uPA surface inh | ELG1 genotox | BRCA1 expr act | USP2a inh | ASM inhibitor | p53 reactivation | B2AR arrestin | TRPV1 agonist | TSG101-PTAP inh
COc1cc(OC)cc(-c2nnc(SCC(=O)N3CCOCC3)o2)c1 | -2.9% | 24.6% | 2.5% | 2.8% | 9.4% | 0.4% | 1.1% | 9.3% | 0.1% | 4.9 | -5.5%
NS(=O)(=O)c1ccc(NC(=O)CCC2CCCCC2)cc1 | -5.2% | 3.5% | -3.5% | 1.9% | -11.0% | 4.8% | -2.3% | 19.4% | -0.3% | ? | -0.9%
CCOC(=O)c1c(C)[nH]sc1=S | 6.4% | -15.8% | 4.9% | -0.5% | 11.0% | -2.8% | 2.6% | -6.6% | 0.4% | 2.1 | -1.3%
CCN(CC(=O)Nc1ccc2c(c1)OCCO2)C(=O)/C=C/c1cccc(C(F)(F)F)c1 | -31.3% | -34.8% | 10.8% | -2.8% | -25.5% | 2.2% | -5.7% | -6.6% | 0.0% | . | -5.8%
C=CCOC(=O)C1C(=O)CC(C)(O)C(C(=O)OCC=C)C1c1ccc(OC)cc1 (stereo not drawn) | -35.9% | -1.2% | -1.0% | -5.0% | -46.0% | 2.3% | 1.3% | ? | 0.0% | 4.4 | -7.6%
Cc1ccccc1-n1c(SCC(=O)N2CCOCC2)nc(O)c(Cc2ccccc2)c1=O | 12.5% | ? | 0.2% | 0.2% | -1.8% | -3.4% | 1.3% | 8.3% | -0.1% | -7.8 | -7.4%
O=Cc1c(OCc2ccccc2)ccc2ccccc12 | -17.3% | -23.7% | 1.3% | ? | 0.0% | -8.9% | -3.0% | 4.3% | 0.4% | ? | -0.6%
COc1cc(/C=C(\C#N)C(=O)Nc2ccccc2)ccc1OCCN1CCOCC1 | -7.2% | 5.9% | -1.8% | ? | 48.3% | 0.6% | 0.0% | 0.3% | -0.2% | -3.6 | -1.6%
CC(NC(=O)C1CC1)C(c1cccs1)N1CCN(c2ccccc2)CC1 (stereo not drawn) | -14.8% | -5.4% | -15.0% | -1.8% | -6.6% | -1.1% | -1.3% | -5.0% | -0.6% | 0.5 | -3.1%
O=C(Nc1cccc(NC(=O)c2ccco2)c1)c1cccc(Br)c1 | -6.4% | ? | -3.3% | -17.8% | 3.4% | -1.6% | -5.3% | -10.3% | -0.2% | -0.7 | 1.0%
COc1cccc(CNC(=O)CCn2c(=O)oc3ccccc32)c1 | 3.4% | 27.0% | 1.5% | 0.3% | 9.8% | -1.6% | 4.3% | 10.6% | -0.3% | 21.8 | -1.5%
CCOC(=O)[C@@H]1[C@H]2COc3cc(OC)ccc3[C@H]2N2C(=O)N(c3cccc(Cl)c3)C(=O)[C@]12C | -0.8% | -8.0% | 0.8% | -0.3% | -18.2% | -0.3% | -1.6% | 5.8% | -0.9% | -0.3 | 1.8%
C=CC(COCc1ccccc1)N(C(=O)OC(C)(C)C)S(=O)(=O)c1ccccc1Br (stereo not drawn) | -13.9% | -24.3% | -17.2% | -1.5% | -4.3% | 4.8% | 0.9% | 6.3% | -0.3% | 20.2 | -0.1%
CCCCNC(=O)CSc1nc2ccccc2n1S(=O)(=O)c1ccc(Br)cc1 | -10.3% | -8.2% | 5.9% | -4.8% | 5.2% | 2.3% | 3.0% | 9.1% | -0.7% | ? | -11.6%
Cc1cccc(N2CC(C)Cn3c2nc2c3c(=O)n(CC(=O)OCc3ccccc3)c(=O)n2C)c1 (stereo not drawn) | -9.7% | 20.8% | -2.3% | -10.1% | -28.3% | -14.8% | -14.4% | -18.9% | 0.5% | 12.2 | -3.9%
COc1cc(C)ccc1OCc1cc(C(=O)NCc2ccncc2)no1 | -1.8% | 2.4% | -13.1% | 18.3µM* | 7.94µM* | 1.7% | 0.6% | ? | -0.5% | ? | -1.9%
COCCN(CCOC)c1ncnc2c1cnn2-c1ccccc1 | -3.2% | 1.5% | -1.8% | 5.9% | 46.0% | 3.3% | -0.8% | 4.3% | 0.0% | -3.4 | -3.2%
CC(C(=O)NCCS(=O)(=O)c1ccc(Br)cc1)S(=O)(=O)c1ccc(Cl)cc1 (stereo not drawn) | 12.1% | 13.2% | 3.1% | -3.1% | -8.4% | 0.1% | 0.9% | -5.1% | -0.5% | -1.0 | -7.6%
Cc1cccc(N=c2oc3cc(O)ccc3cc2C(N)=O)c1 | 3.9% | 0.0% | 2.7% | -8.8% | 11.2µM* | 4.5% | i | ? | -1.0% | 0.5 | 2.0%
Cc1ccccc1-c1nc(S(=O)(=O)c2ccc(Cl)cc2)c(NCCN2CCOCC2)o1 | 6.3% | 19.6% | -14.0% | -8.1% | -49.5% | -4.4% | -8.9% | -10.4% | 0.1% | 13.1 | -7.8%
COc1ccc(Cl)cc1NS(=O)(=O)c1cccc(C(=O)NCC2CCCO2)c1 (stereo not drawn) | -2.9% | 3.3% | -1.8% | -2.0% | -15.2% | 0.9% | -0.8% | 2.0% | 0.0% | -1.9 | 0.4%
CCOC(=O)c1cc(-c2ccco2)nc2c1c(C)nn2-c1cccc(Cl)c1 | 9.8% | -0.6% | 3.2% | -3.0% | -1.9% | 0.0% | 67.9%[activator] | -0.9% | -0.4% | 0.9 | -5.5%
COc1ccc2ccn(C)c2c1 | -10.7% | 0.0% | 14.8% | 2.7% | -2.3% | -6.4% | -4.5% | 2.3% | 0.0% | -2.4 | 2.7%
O=C1c2cccnc2Oc2ccc(Cl)cc2N1Cc1ccc(F)cc1 | -4.2% | -10.7% | -24.7% | -0.7% | -27.2% | -2.0% | -3.0% | -1.9% | -1.0% | 15.1 | -8.6%
CN1CCCN(C(=O)C2CCC(C(=O)N3CCCN(C)CC3)CC2)CC1 (stereo not drawn) | 20.4% | 8.7% | 0.1% | 1.0% | -6.1% | -0.4% | -2.0% | 1.1% | -0.2% | -1.2 | -0.3%
COc1ccc(-n2ncc3c2CC(C)(C)CC3NC(=O)c2ccc(OC)o2)cc1 (stereo not drawn) | -12.0% | 7.5% | 4.0% | -0.9% | -0.2% | -0.3% | -1.8% | -5.0% | 0.5% | -2.0 | 4.1%
CNc1ncc(C(=O)c2ccc(Cl)c(Cl)c2)s1 | 5.2% | -11.6% | -4.9% | ? | ? | -0.1% | -2.7% | 17.6% | -0.3% | 14.6 | 0.0%
CCC1CCC2(CC1)NC(=O)N(CC(=O)Nc1cccc(S(=O)(=O)N(C)c3ccccc3)c1)C2=O (stereo not drawn) | -4.2% | -38.0% | ? | -10.3% | -50.9% | 0.0% | -5.6% | -18.2% | 0.1% | 10.5 | -0.6%
Cc1cc(/C=N/NC(=O)C(O)(c2ccccc2)c2ccccc2)c(C)n1-c1cccc(C(=O)O)c1 | 4.5% | 12.9% | 10.6% | -1.2% | 5.3% | 2.9% | -6.1% | 3.3% | -1.4% | . | -2.7%
Cc1nn(-c2ccc(F)cc2)c(C)c1NS(=O)(=O)c1ccc2ccccc2c1 | -11.5% | -21.2% | 3.8% | -6.7% | -42.3% | 0.2% | -9.6% | -2.2% | -4.4% | 21.4 | -0.7%
CC(OC(=O)c1ccncc1)C(=O)NC1CCCC1 (stereo not drawn) | -4.2% | 17.0% | -4.3% | 17.4% | -21.4% | -0.6% | -0.1% | -1.4% | 0.7% | 3.6 | -2.7%
O=C(CN1C(=O)C2CCCCC2C1=O)Nc1nc(-c2ccc(F)cc2)cs1 (stereo not drawn) | -10.0% | 22.1% | -2.4% | -3.1% | -0.6% | 4.1% | -2.1% | -4.5% | 0.2% | -4.0 | 1.3%

This is a random part of the collection; 2.6% or so of the library scored in one or more.
